# From PubChem BioAssay
# GDH-TPI counter = inhibits GDH-TPI coupling enzymes, artifact for Mtb FBA screen. GDH-TPI coupled enzyme counterscreen, NADH absorbance. inhibition, % at 4.8 µM. 1.2% of 360,000 active. AID 588335;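 note: 0% = DMSO wells and 100% = wells lacking the enzyme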
# MazF activator = increases E. coli MazEF RNase cleavage of RNA | FAM/BHQ RNA-DNA oligo cleavage fluorescence, 5 h | activation, % at 20 µM | 0.32% of 350,000 active | AID 504720; in the data active = activation above about 50%
# VHR inh abs = inhibitors of human VHR1 phosphatase (DUSP3) | P51452 | recombinant VHR phosphatase, pNPP absorbance | inhibition, % at 13.3 µM | 0.52% of 290,000 active | AID 1654; in the data active = inhibition above about 50%; note: some compounds called inactive have numbers as strong as hits
# Target sequence (P51452 whole entry, looked up): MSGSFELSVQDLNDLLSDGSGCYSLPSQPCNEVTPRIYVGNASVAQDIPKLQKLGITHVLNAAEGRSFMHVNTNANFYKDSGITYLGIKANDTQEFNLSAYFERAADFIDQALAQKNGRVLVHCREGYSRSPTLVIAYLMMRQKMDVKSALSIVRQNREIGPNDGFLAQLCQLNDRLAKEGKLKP
# Rv3671c protease = inhibitors of M. tuberculosis serine protease Rv3671c; P9WHR9; inhibition, % at 5.96 µM; 0.048% of 320,000 active; in the data active = inhibition above about 38%;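 note: extracellular domain of Rv3671c used as enzyme; 0% = enzyme with DMSO and 100% = no enzyme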
# Target sequence (P9WHR9 whole entry, looked up, the tested form may be a part): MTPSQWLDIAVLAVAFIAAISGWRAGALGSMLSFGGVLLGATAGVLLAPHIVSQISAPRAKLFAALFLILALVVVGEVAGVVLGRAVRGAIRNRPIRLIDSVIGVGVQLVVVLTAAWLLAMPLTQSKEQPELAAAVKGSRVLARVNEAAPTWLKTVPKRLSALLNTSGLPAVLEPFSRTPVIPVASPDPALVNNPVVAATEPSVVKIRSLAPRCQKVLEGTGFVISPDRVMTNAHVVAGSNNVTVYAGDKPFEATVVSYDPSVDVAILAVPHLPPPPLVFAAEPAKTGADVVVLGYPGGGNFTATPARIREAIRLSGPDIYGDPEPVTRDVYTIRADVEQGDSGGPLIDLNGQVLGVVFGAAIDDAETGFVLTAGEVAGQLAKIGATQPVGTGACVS
# CCHF vOTU inh = blocks the CCHF virus ovarian tumor domain protease. CCHFV vOTU protease, Pep-AMC fluorescence. inhibition, % at 11.5 µM. 0.55% of 370,000 active; note: 0% = vehicle wells with enzyme and 100% = no enzyme wells
# Mtb BioA inh = inhibitors of Mycobacterium tuberculosis BioA enzyme. purified M. tuberculosis BioA enzyme, plate reader. inhibition, % at 9.99 µM. 0.096% of 360,000 active. AID 602481; in the data active = inhibition above about 40%
# FadD28 FP inh = inhibitors of Mycobacterium tuberculosis FadD28 bisubstrate binding. FadD28 bisubstrate probe binding, fluorescence polarization. inhibition, % at 12.5 µM. 0.22% of 360,000 active. AID 588549; in the data active = inhibition above about 8.5%, passing the limit was not always enough
# UGM FP inh = blocks M. tuberculosis UGM enzyme; P9WIQ1; purified UGM, fluorescence polarization probe displacement; inhibition, % at 10 µM; 0.06% of 320,000 active; AID 504406; in the data active = inhibition above about 10%, passing the limit was not always enough
# Target sequence (P9WIQ1 whole entry, looked up): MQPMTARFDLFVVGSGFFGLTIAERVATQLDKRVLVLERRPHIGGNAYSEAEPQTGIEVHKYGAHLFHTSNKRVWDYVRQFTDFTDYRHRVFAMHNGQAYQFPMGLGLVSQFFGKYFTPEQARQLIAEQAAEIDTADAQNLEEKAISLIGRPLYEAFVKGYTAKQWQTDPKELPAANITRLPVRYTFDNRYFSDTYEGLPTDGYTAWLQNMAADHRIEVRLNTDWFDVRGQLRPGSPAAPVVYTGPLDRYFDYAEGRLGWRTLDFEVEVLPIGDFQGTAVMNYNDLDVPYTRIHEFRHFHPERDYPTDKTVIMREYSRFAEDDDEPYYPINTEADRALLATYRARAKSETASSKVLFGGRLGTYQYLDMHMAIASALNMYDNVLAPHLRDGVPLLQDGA
# FBA Mtb inh = Mtb fructose-bisphosphate aldolase inhibition. P9WQA3. purified M. tuberculosis FBA, fluorescence read-out. inhibition, % at 1 µM. 2.3% of 360,000 active. AID 588726; in the data active = inhibition above about 27%;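 note: 0% = vehicle and 100% = reference inhibitor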
# BoNT F protease = BoNT F light chain protease inhibition. inhibition, % at 10 µM. Multiplex microsphere protease cleavage assay, flow cytometry. 0.22% of 360,000 active; in the data active = inhibition above about 35%, passing the limit was not always enough; note: plate controls were buffer without enzyme for full effect and enzyme alone for no effect
# * marks the source's active call; other numbers are inactive results; x = no result given. Cut-off read from the data, not from the text of the source, unless noted: active = inhibition above about 30%; inactive = the rest.
SMILES,GDH-TPI counter,MazF activator,VHR inh abs,Rv3671c protease,CCHF vOTU inh,Mtb BioA inh,FadD28 FP inh,UGM FP inh,FBA Mtb inh,BoNT F protease
Cc1csc(OCc2ccc(C#N)cc2)n1,-2,4,2,-5,9,-1.5,-3.1,-2.3,3,-8
O=C1N/C(=C/c2ccc(N3CCCC3)cc2)C(=O)N1c1ccccc1,23,-19,2,2,-11,4.0,0.1,3.2,-7,5
COC(=O)c1sc2nc(CN3CCN(c4cccc(C(F)(F)F)c4)CC3)[nH]c(=O)c2c1C,12,-5,26,1,6,x,-1.2,0.0,8,-5
COCCN(CC(=O)Nc1cccc(C)c1C)C(=O)c1cc(-c2ccncc2)nc2ccccc12,23,7,x,10,-3,-9.0,-0.6,-1.8,7,-18
CC(C)(C)C(=O)Nc1ccc(C(=O)NNC(=O)c2ccccc2)cc1,-2,12,29,-9,-13,0.7,1.2,-1.3,1,0
Cc1cccc(OCCCC(=O)O)c1C,-1,7,6,6,0,x,0.5,0.0,2,-6
CC(C)C(=O)N1CCN(c2ccccc2NC(=O)Cc2ccc(Cl)cc2)CC1,6,-11,7,2,-24,2.0,-1.8,-2.7,-2,1
COc1ccc(-c2cc(C(=O)N(C)CC(=O)Nc3ccccc3Cl)c3ccccc3n2)cc1OC,16,6,x,1,20,-0.8,-6.5,-1.4,-4,2
CCC(C)c1ccc(NC(=S)Nc2ccc(OC)cc2C)cc1 (configuration not stated),-1,-12,-18,1,11,0.3,-1.4,1.6,-2,-7
CC(=O)c1cccc(NC(=O)CNC(=O)c2cc3ccccc3o2)c1,11,6,14,-2,-3,-0.5,-0.7,0.8,0,0

# Individual results from the entries so far.
# Value for CC(C)C(=O)N1CCN(c2ccccc2NC(=O)Cc2ccc(Cl)cc2)CC1 under VHR inh abs: 7
# Value for Cc1cccc(OCCCC(=O)O)c1C under FBA Mtb inh: 2
# Value for COC(=O)c1sc2nc(CN3CCN(c4cccc(C(F)(F)F)c4)CC3)[nH]c(=O)c2c1C under CCHF vOTU inh: 6
# Value for CC(C)(C)C(=O)Nc1ccc(C(=O)NNC(=O)c2ccccc2)cc1 under VHR inh abs: 29
# Value for COCCN(CC(=O)Nc1cccc(C)c1C)C(=O)c1cc(-c2ccncc2)nc2ccccc12 under FBA Mtb inh: 7

# Next section
SMILES,GDH-TPI counter,MazF activator,VHR inh abs,Rv3671c protease,CCHF vOTU inh,Mtb BioA inh,FadD28 FP inh,UGM FP inh,FBA Mtb inh,BoNT F protease
CCOC(=O)c1sc(-c2ccc(F)cc2)cc1N,7,-5,11,3,4,x,-0.5,-0.8,8,-9
COC(=O)C(NC(=O)CNS(=O)(=O)c1ccc(Br)cc1)c1ccccc1 (configuration not stated),6,-6,9,1,9,x,-1.2,-1.7,-3,-3
CN(Cc1ccccc1)C(=O)CC(c1ccccc1)c1cc(Cl)ccc1O (configuration not stated),9,2,28,-17,8,-0.8,1.8,-2.9,-1,8
O=C(Oc1ccc(O)cc1)C12CC3CC(CC(C3)C1)C2,-3,6,3,-1,7,x,0.2,1.5,1,-1
O=C(c1cccs1)N1CCN(c2ccc(Cl)cc2)CC1,8,4,17,1,-6,2.6,1.3,0.2,0,5
COC(=O)C1=C(C)NC(=O)NC1c1ccco1 (configuration not stated),2,3,11,-7,-2,x,-1.3,-0.5,1,-2
O=C(CCS(=O)(=O)c1ccccc1)Nc1nnc(C(F)(F)F)s1,1,6,16,4,2,x,-2.2,-2.1,1,-19
COc1ccc2c(c1)c(CC(=O)NCc1cc([N+](=O)[O-])ccc1O)c(C)n2C(=O)c1ccc(Cl)cc1,9,-6,20,-11,-5,-0.2,-0.8,2.8,0,-4
Cc1cc(C(=O)COc2ccc(C#N)cc2)c(C)n1C1CC1,3,4,x,3,9,-0.4,-3.8,-0.1,-5,-4
CCCC(=O)Nc1nc2nc(-c3ccccc3)cc(=O)n2[nH]1,5,-2,-15,10,-5,1.6,0.0,-1.4,2,-10
CC(C)c1ccc(C(=O)NN2CCOCC2)cc1,5,-6,35,-10,1,-2.8,-1.8,-1.2,-2,2
O=S(=O)(NC1CCCCC1)c1ccc(Cl)s1,8,22,8,-13,-6,0.6,-3.8,-1.9,1,5
c1ccc(Cn2nnc3c(N4CCCC4)ncnc32)cc1,6,-3,19,7,-8,1.6,-2.3,0.9,4,-4
CCN(CC)C(=O)/C(=C\c1cccc([N+](=O)[O-])c1)NC(=O)c1ccco1,5,4,-4,7,5,6.3,-0.3,3.0,1,9
CCOc1[nH]n(-c2ccccc2)c(=O)c1C=NCc1ccncc1,3,-11,13,6,-3,x,-3.2,0.4,0,-4
Cc1ccc(C)c2nc(Cl)c(C3NC(=O)c4ccccc4N3)cc12 (configuration not stated),0,12,16,-3,9,x,-0.6,2.5,7,-7
COc1ccc(C(CNC(=O)c2cccn2C)N2CCOCC2)cc1 (configuration not stated),2,3,x,2,4,-0.8,x,2.3,-2,-6
C=CCn1c(SCC(=O)c2ccc(O)c(O)c2)nnc1-c1ccc(C)cc1,24,7,x,12,6,-3.0,1.1,2.6,-1,8
CC1=NN(c2ccc([N+](=O)[O-])cc2)C(c2ccccc2)C1 (configuration not stated),1,4,25,-6,1,x,0.9,2.1,-8,4
O=C(COc1ccc(F)cc1Br)N1CCc2ccccc21,-3,-2,2,-1,-8,-0.8,-2.7,-1.1,-2,-3
Cn1cc(S(=O)(=O)Nc2ccc(Cl)cc2Cl)c(=O)n(C)c1=O,8,-8,10,0,0,-1.0,0.0,0.5,5,-4
CN1C/C(=N\S(=O)(=O)c2ccccc2)N(C)C1=O,3,4,0,-3,3,-0.4,-2.5,-0.7,-13,-1
CN(C)c1ccc(P(=O)(CC(=O)N/N=C/c2ccc(C#N)cc2)OCCCl)cc1 (configuration not stated),1,-1,16,-2,3,x,-0.5,-2.3,2,-4
COc1ccc2c(c1)[C@H]1[C@H](CO2)[C@H](c2ccccc2)[C@]2(C)C(=O)Nc3cc(F)c(F)cc3C(=O)N12,-1,-7,x,-28,1,0.3,-2.1,-3.1,-2,-2
COc1ccc2nc(N3C(=O)CC(Cc4cc(C)cc(C)c4)C3=O)sc2c1 (configuration not stated),-3,1,45,-6,14,-0.6,-1.2,2.6,2,-7
COc1ccc(CC(=O)N2CCN(c3ccccc3OC)CC2)cc1OC,9,5,1,5,9,0.9,-0.6,-1.9,3,-14
Cc1ccc2[nH]c(=O)c(CN(C(=O)c3cccs3)c3ccccc3)cc2c1,9,-1,4,-2,-17,-3.1,-2.0,-0.5,-3,10
C#CCOCCOCCOCCNc1nc(N2CCOCC2)nc(N2CCN(C(=O)[C@H](Cc3ccc(O)cc3)n3cc([C@@H](N)C(C)CC)nn3)CC2)n1 (some centres not stated),10,7,30,18,-1,-0.7,0.5,2.0,3,-4
COc1ccc(Cl)cc1C(=O)N1CCN=C1SC,-13,9,7,-16,0,-0.5,-2.8,-2.0,0,-6
C=C(CN(C)C)C(=O)c1ccc(OC2OC(COC(C)=O)C(OC(C)=O)C(OC(C)=O)C2OC(C)=O)cc1 (configuration not stated),10,-2,x,x,5,x,-1.6,x,0,-7

# Given with two lines to a compound: five of the compounds above.
# Order of results: GDH-TPI counter	MazF activator	VHR inh abs	Rv3671c protease	CCHF vOTU inh	Mtb BioA inh	FadD28 FP inh	UGM FP inh	FBA Mtb inh	BoNT F protease
Cn1cc(S(=O)(=O)Nc2ccc(Cl)cc2Cl)c(=O)n(C)c1=O
  8	-8	10	0	0	-1.0	0.0	0.5	5	-4
CCCC(=O)Nc1nc2nc(-c3ccccc3)cc(=O)n2[nH]1
  5	-2	-15	10	-5	1.6	0.0	-1.4	2	-10
Cc1csc(OCc2ccc(C#N)cc2)n1
  -2	4	2	-5	9	-1.5	-3.1	-2.3	3	-8
COCCN(CC(=O)Nc1cccc(C)c1C)C(=O)c1cc(-c2ccncc2)nc2ccccc12
  23	7	x	10	-3	-9.0	-0.6	-1.8	7	-18
Cc1cccc(OCCCC(=O)O)c1C
  -1	7	6	6	0	x	0.5	0.0	2	-6

# Continuation.
SMILES,GDH-TPI counter,MazF activator,VHR inh abs,Rv3671c protease,CCHF vOTU inh,Mtb BioA inh,FadD28 FP inh,UGM FP inh,FBA Mtb inh,BoNT F protease
COC(=O)Cc1c(O)ccn(Cc2ccc(F)cc2)c1=O,21,3,-8,7,5,-1.0,-2.1,0.2,0,-8
Cn1cccc1Cc1nnc(SCC(N)=O)n1CCc1ccccc1,3,-1,25,2,3,0.4,-0.2,-7.3,1,-1
COc1ccc(C2=NOC(Cn3nc(C(=O)NCC4CC4)cc3-c3ccccc3)C2)cc1 (configuration not stated),11,7,x,-26,-3,-0.8,-1.4,-0.8,8,-7
Cc1c(NC(=S)NC(=O)c2cc3ccccc3o2)c(=O)n(-c2ccccc2)n1C,10,0,11,-2,3,x,-0.3,2.4,-1,-5
O=C(Nc1nnc(-c2ccccc2Cl)o1)c1cccnc1,8,-1,24,-1,-5,x,-1.1,0.2,-1,-1
CCOC(=O)[C@H]1[C@H]2COc3cc(OC)ccc3[C@@H]2N2C(=O)c3ccc(F)cc3NC(=O)[C@@]12C,3,-1,x,11,-6,-1.1,-1.8,-0.6,4,-7
N/N=c1\sc2ccccc2n1-c1ccccc1,0,6,25,1,-4,-0.5,-0.4,2.7,0,-2
O=C(COC(=O)/C=C/c1ccccc1)NCc1ccc(Cl)cc1,17,3,0,14,3,x,-1.2,0.0,0,9
C/C(=N\NC(=O)c1nnn(-c2nonc2N)c1-c1ccc2c(c1)OCO2)c1ccc(F)cc1,9,-4,-22,-6,18,-0.4,-1.6,-0.1,0,6
CCNc1nc(NCC)n2c(SCC(=O)Nc3ccccc3[N+](=O)[O-])nnc2n1,10,4,-2,-7,-5,x,-1.7,-1.1,4,11
CCN(CC(=O)Nc1cc(OC)ccc1OC)Cc1nc2ccccc2c(=O)[nH]1,9,3,11,3,5,2.0,-0.7,0.4,0,-2
O=C(CNC(=O)Cc1ccccc1)NCc1cccc(C(F)(F)F)c1,-2,8,28,-4,7,-1.7,-0.8,-3.1,2,7
O=C(c1ccc(=O)[nH]n1)N1CCc2ccccc2C1,10,5,-5,0,-6,0.5,0.2,-0.6,5,-2
O=C(Cn1c(=O)oc2cc(S(=O)(=O)N3CCCC3)ccc21)N1CCN(c2ccccc2F)CC1,-10,6,-2,3,-8,-1.1,-2.5,0.5,-2,-5
O=C(N/N=C/c1coc2ccccc2c1=O)c1ccccc1,17,-11,19,0,-6,-1.6,-3.5,0.9,3,-5
O=C(O)c1cc([N+](=O)[O-])ccc1NCCO,8,7,-13,2,12,x,-2.9,2.4,-12,-4
C=CCn1c(N)c(C(=O)N2CCN(C)CC2)sc1=S,25,3,10,7,13,-1.5,-0.7,0.2,2,0
Cn1c(CN2CCOCC2)nnc1SCC(=O)Nc1ccc([N+](=O)[O-])cc1O,8,9,1,3,-2,0.0,-2.2,-3.1,-2,0
O=C(CSc1ncnc2c1cnn2Cc1ccccc1)Nc1ccc2c(c1)OCCO2,0,-6,-6,0,-4,x,-0.1,2.0,1,-7
O=C(Cc1ccc2c(c1)OCCO2)N1CCN(S(=O)(=O)c2ccccc2C(F)(F)F)CC1,0,-1,4,-7,-3,1.0,-6.3,-3.6,3,-10
